Screening data from PubChem.
Tcruzi prolif: T. cruzi intracellular proliferation inhibitors, primary screen, cell-based, beta-gal Tulahuen parasites, NIH3T3 host, luminescence. inhibition, % at 8.34 µM. hit rate 5.9% among 77,000. T. cruzi beta-gal in NIH3T3, GalScreen luminescence, 90 h. AID 624255, 2012;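 active = mean inhibition above about 93%, with at least 55% of replicates each passing it, limit read from the data, passing the limit was not always enough; inconclusive = only one of those two conditions holds; inactive = neither condition holds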
Pf Dd2 growth: P. falciparum Dd2 growth inhibitors, primary screen, SYBR Green fluorescence, single dose replicates. activity change, % at 10 µM. 72 h; stronger effect = lower value. hit rate 2.3% among 94,000. AID 1159554, 2015; in the data active = activity change below about -80%; inconclusive = no clear call, values can overlap the other calls
C diff growth: C. difficile growth inhibitors, primary screen, HTS; AID 1259249, 2017; hit rate 0.25% among 86,000; growth activity, negative = inhibition, % at 16 µg/mL (by protocol); Clostridium difficile clinical isolate growth, OD600, 24 h; stronger effect = lower value;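 active = mean growth activity at or below -80% and every replicate also at or below -80%; inconclusive = mean at or below -80% but some replicate above -80%; inactive = mean growth activity above -80%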;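 also: 0% = DMSO wells and -100% = levofloxacin 16 µg/mL wells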
KDM4C inh: inhibitors of GASC-1 (KDM4C) histone demethylase, primary screen, biochemical, single concentration HTS. Lysine-specific demethylase 4C (Homo sapiens), Q9H3R0. GST-KDM4C 2-372, H3K9me3 peptide, LANCE TR-FRET. inhibition, % at 12.5 µM. hit rate 0.15% among 96,000;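 active = mean replicate inhibition above about 25%, with at least 55% of replicates also reaching it, limit read from the data, passing the limit was not always enough; inconclusive = only one of those two conditions met; inactive = neither condition met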
Target sequence (Q9H3R0 2-372 limits assumed): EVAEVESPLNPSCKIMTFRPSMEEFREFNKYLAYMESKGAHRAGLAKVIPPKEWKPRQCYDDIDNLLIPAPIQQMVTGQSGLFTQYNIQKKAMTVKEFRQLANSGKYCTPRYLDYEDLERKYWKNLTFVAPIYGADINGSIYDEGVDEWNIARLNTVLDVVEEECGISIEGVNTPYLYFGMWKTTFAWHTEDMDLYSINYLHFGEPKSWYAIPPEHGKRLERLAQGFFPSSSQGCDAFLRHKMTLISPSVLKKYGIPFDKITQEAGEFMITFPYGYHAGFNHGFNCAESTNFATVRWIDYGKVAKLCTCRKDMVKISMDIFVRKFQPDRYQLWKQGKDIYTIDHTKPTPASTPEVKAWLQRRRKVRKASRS
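Material: N-terminal GST-fused human GASC-1 (KDM4C) fragment, residues 2-372. Input: 10 nM enzyme. Incubation: enzyme reaction 30 min, then detection 60 min, both room temperature. Doses: one test concentration per compound. Read-out basis: inhibition from TR-FRET ratio decrease. Detection: LANCE TR-FRET, excitation 340 nm, emissions 618 and 671 nm.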
The depositor's hits bear a star; u = inconclusive; x = no result given; & = joins results of further samples. Rows are unselected; any-hit rate near 6.7%.

Each structure is followed by: Tcruzi prolif, Pf Dd2 growth, C diff growth, KDM4C inh
> COc1ccc(S(=O)(=O)N(C)C[C@@H]2Oc3ccc(NC(=O)Cn4cnnn4)cc3CC(=O)N([C@H](C)CO)C[C@H]2C)cc1
 : -1, -4, -2, 0.7
> CO[C@@H]1CN(C)C(=O)c2cc(NC(=O)NC3CCCCC3)ccc2OC[C@@H](C)N(CCc2ccccc2)C[C@@H]1C
 : -64, -8, x, 1.6
> O=C(C[C@@H]1CC[C@@H]2[C@H](COC[C@@H](O)CN2C(=O)c2ccccc2)O1)N1CCOCC1
 : 2, 15, 4&-1, -0.1
> O=C(CN1CCOCC1)N1CC2(C1)[C@H](c1ccccc1)[C@@H](CO)N2Cc1ccccc1
 : x, -1, -1, -0.4
> Cc1ccc(-c2ccc3c(c2)O[C@H](CN(C)Cc2ccccn2)[C@@H](C)CN([C@@H](C)CO)S3(=O)=O)cc1
 : 117*, -55, 0, 0.8
> COc1ccccc1CNC(=O)C[C@H]1CC[C@H]2[C@@H](COC[C@H](O)CN2Cc2ccc3c(c2)OCO3)O1
 : 104*, -23, 6&-1, 1.5
> COc1ccccc1CN1[C@@H]2CNC[C@H]1C2c1ccc(-c2ccncc2)cc1 (some centres not stated)
 : x, 17, -4, 1.6
> O=C(c1ccc2c(c1)OCO2)N1CC(=O)N2[C@H](CO)[C@@H](c3ccc(C#CC4CCCC4)cc3)[C@@H]2C1
 : x, -36, -4, 0.3
> N#C[C@@H]1[C@@H](c2ccccc2C2=CCCC2)[C@H](CO)N1C(=O)NC1CCCCC1
 : x, -24, -2, -2.2
> CCCC(=O)Nc1ccc2c(c1)OC[C@H](C)N(S(=O)(=O)c1cn(C)cn1)C[C@@H](C)[C@@H](OC)CN(C)C2=O
 : -19, 12, 1, 0.8
> C[C@H](CO)N1C[C@H](C)[C@@H](CN(C)Cc2ccc(C(=O)Nc3ccccc3N)cc2)Oc2c(NC(=O)c3ccc(-c4nccs4)cc3)cccc2C1=O
 : u, -90*, 16, 3.4
> C[C@H]1CN([C@@H](C)CO)C(=O)Cc2cc(NS(=O)(=O)c3cccs3)ccc2O[C@@H]1CN(C)Cc1ccc(Oc2ccccc2)cc1
 : 62, -34, 12, 0.5
> O=C(O)C[C@H]1CC[C@H](NC(=O)CCN2CCCCC2)[C@H](CO)O1
 : x, 15, -5, -2.3
> Cc1noc(C)c1NC(=O)N(C)C[C@H]1Oc2ccc(NC(=O)C3CCCCC3)cc2CC(=O)N([C@H](C)CO)C[C@H]1C
 : 18, 13, 0, 1.3
> CCCN1C[C@@H](C)[C@@H](OC)CN(C)C(=O)c2ccc(NC(=O)c3cccc(F)c3)cc2OC[C@H]1C
 : 50, -3, x, 0.0
> CCC(=O)N1[C@@H]2c3ccc(C4=CCCCC4)c(=O)n3C[C@@H]2[C@@H](CO)[C@@H]1C(=O)NC1CCC1
 : 26, 8, -6, 0.6
> COCC(=O)N[C@@H]1C=C[C@H](CC(=O)NCc2ccc(Cl)cc2)O[C@@H]1CO
 : -11, 5, x, 0.2
> CCCC(=O)N1CC2(CCN(S(=O)(=O)CC)CC2)c2c(n(C)c3cc(OC)ccc23)[C@H]1CO
 : x, -35, 0, -0.5
> CO[C@@H]1CN(C)C(=O)c2cc(NS(=O)(=O)c3cccc(C)c3)ccc2OC[C@H](C)NC[C@@H]1C
 : -3, 21, x, -1.2
> O=S(=O)(c1ccc(F)cc1)N1[C@@H]2CNC[C@H]1C2c1ccc(-c2ccccc2)cc1 (some centres not stated)
 : x, 8&9, 4&-12, -0.6&-1.4
> Cc1noc(C)c1NC(=O)N(C)C[C@H]1Oc2ccc(NS(=O)(=O)c3ccccc3)cc2C(=O)N([C@H](C)CO)C[C@H]1C
 : 23, 15, -7, 0.9
> CNC[C@@H]1Oc2cc(C#Cc3ccccn3)ccc2S(=O)(=O)N([C@H](C)CO)C[C@H]1C
 : 103*, -34, 1, -2.8
> O=C(C[C@H]1CC[C@H](NC(=O)c2ccccc2)[C@H](CO)O1)NCc1ccncn1
 : 20, 2, -5, 0.9
> COc1ccc(NC(=O)Nc2cccc3c2O[C@H](CN(C)C(=O)Nc2ccccc2)[C@@H](C)CN([C@H](C)CO)C3=O)cc1
 : -15, -4, 5, 0.1
> CCC(=O)N[C@H]1CC[C@@H](CCNS(=O)(=O)c2ccc(Cl)cc2)O[C@H]1CO
 : x, -6, 0, 0.7
> C[C@@H]1CCCCO[C@@H](CN(C)C(=O)Nc2ccc3c(c2)OCO3)[C@H](C)CN([C@@H](C)CO)C(=O)c2cc(NC(=O)c3ccncc3)ccc2O1
 : 63, 33, 0, 7.9
> C[C@H](NC(=O)C[C@H]1CC[C@@H](NC(=O)C2CCC2)[C@@H](CO)O1)c1ccccc1
 : -27, 7, x, 0.1
> C[C@H](CO)N1C[C@H](C)[C@@H](CN(C)CC2CCCCC2)OCCCC[C@H](C)Oc2ccc(NC(=O)Nc3cccc4ccccc34)cc2C1=O
 : 119, -63, 7, -0.6
> C[C@@H]1CCCCO[C@@H](CN(C)C(=O)Nc2ccc(F)cc2)[C@H](C)CN([C@H](C)CO)C(=O)c2cc(NC(=O)C3CCCCC3)ccc2O1
 : 47, -36, 0, 0.7
> CC(=O)N[C@H]1CC[C@H](CC(=O)NCC2CCCCC2)O[C@H]1CO
 : -9, -15, -1, -0.1
> O=C(Nc1ccccc1)N1CC(=O)N2[C@H](C1)[C@@H](c1ccc(C#CC3CCCC3)cc1)[C@@H]2CO
 : x, -48, 5, 0.6
> C/C=C/c1ccc([C@H]2[C@@H](CN(C)C(=O)C3CC3)N(C(=O)CC)[C@H]2CO)cc1
 : 32, -2, 3, 0.1
> C/C=C/c1ccc([C@H]2[C@@H](C#N)N(c3ncc(CC)s3)[C@@H]2CO)cc1
 : 99*, 20, -2, x
> O=C(C1CCCCC1)N1CC(=O)N2[C@@H](CO)[C@@H](c3ccc(Br)cc3)[C@@H]2C1
 : x, 35, -2, -1.4
> N#C[C@H]1[C@@H](c2ccccc2)[C@@H](CO)N1C(=O)c1ccc2c(c1)OCO2
 : 29, 40, -2, 0.6
> COc1ccc(CN(C)C[C@@H]2Oc3ccc(NC(=O)Nc4ccc(F)cc4)cc3C(=O)N([C@@H](C)CO)C[C@@H]2C)cc1
 : x, 7, -5&-6, -0.1
> O=C(C[C@@H]1C[C@@H]2c3cc(NC(=O)Nc4ccc(F)cc4)ccc3O[C@@H]2[C@@H](CO)O1)NCC1CC1
 : 24, -37, 2, -1.3
> C[C@@H]1CN([C@H](C)CO)S(=O)(=O)c2ccc(C#Cc3ccccn3)cc2O[C@H]1CN(C)Cc1ccc(F)cc1
 : 127*, -29, -8, -12
> COc1ccc(CN(C)C[C@@H]2OCCCC[C@H](C)Oc3ccc(NC(=O)Nc4ccccc4)cc3C(=O)N([C@H](C)CO)C[C@@H]2C)cc1
 : 114*, -23, 3, -1.3
> CO[C@@H]1CN(C)C(=O)c2ccc(NS(C)(=O)=O)cc2OC[C@H](C)N(Cc2nccs2)C[C@H]1C
 : 38, 2, x, -0.1
> Cc1noc(C)c1S(=O)(=O)N(C)C[C@H]1OCCCC[C@@H](C)Oc2ccc(NC(=O)Nc3ccc(C(F)(F)F)cc3)cc2C(=O)N([C@@H](C)CO)C[C@@H]1C
 : 99*, -94*, -1, -0.2
> CCCNC(=O)N1[C@H](C#N)[C@H](c2ccc(C#Cc3cccc(F)c3)cc2)[C@H]1CO
 : 94, -85*, -3, -0.8
> CC(C)NC(=O)N(C)C[C@H]1Oc2c(NS(=O)(=O)c3cn(C)cn3)cccc2C(=O)N([C@@H](C)CO)C[C@@H]1C
 : 58, 13, -2, 3.4
> C[C@@H]1CN([C@H](C)CO)C(=O)c2cc(-c3cccc(C(=O)N(C)C)c3)cnc2O[C@@H]1CN(C)S(=O)(=O)c1ccccc1
 : x, 7, 1, -2.7
> COc1ccc(NC(=O)Nc2ccc3c(c2)CC(=O)N([C@@H](C)CO)C[C@@H](C)[C@@H](CN(C)S(=O)(=O)c2ccc(C)cc2)O3)cc1
 : x, -22, 3, 4.3
> C[C@H](CO)N1C[C@H](C)[C@H](CN(C)S(C)(=O)=O)Oc2ccc(NC(=O)Cn3cnnn3)cc2CC1=O
 : -8, -1, -11, -0.2
> C[C@H](CO)N1C[C@H](C)[C@H](CN(C)Cc2ccc(C(F)(F)F)cc2)Oc2ccc(NC(=O)CCN3CCOCC3)cc2C1=O
 : -4, -32, 2, 1.2
> C[C@H]1CN([C@@H](C)CO)C(=O)c2cccc(NC(=O)Nc3ccc(C(F)(F)F)cc3)c2O[C@@H]1CN(C)CC1CC1
 : 3, 14, 8, 0.4
> C[C@H](CO)N1C[C@H](C)[C@H](CN(C)C(=O)c2ccccc2F)Oc2cc(C#CCN(C)C)ccc2S1(=O)=O
 : 75, -28, -7, 2.8
> COCC(=O)N(C)C[C@@H]1Oc2ncc(-c3ccc(C#N)cc3)cc2C(=O)N([C@H](C)CO)C[C@@H]1C
 : x, 52, -1, 0.2
> O=C(Nc1ccccc1)N1CCCCN2[C@H](C1)[C@H](c1ccc(C#Cc3ccccc3)cc1)[C@@H]2CO
 : 106*, -4, -3, -0.2
> Cc1noc(C)c1NC(=O)N(C)C[C@H]1Oc2ccc(NS(C)(=O)=O)cc2C(=O)N([C@H](C)CO)C[C@@H]1C
 : 38, 45, x, x
> C[C@@H]1CN([C@H](C)CO)S(=O)(=O)c2ccc(C3=CCCC3)cc2O[C@@H]1CN(C)S(=O)(=O)c1cn(C)cn1
 : -76, -2, -3, -1.4
> C[C@@H]1CN([C@@H](C)CO)C(=O)Cc2cc(NC(=O)Cn3cnnn3)ccc2O[C@H]1CN(C)C(=O)Nc1ccc2c(c1)OCO2
 : 13, 32, 0, 0.0
> O=C(C1CC1)N1CC2(C1)[C@H](c1ccccc1)[C@@H](CO)N2C(=O)CC1CC1
 : x, 49, -10, -3.9
> C[C@H](CO)N1C[C@H](C)[C@@H](CN(C)C(=O)CN2CCOCC2)Oc2cc(C#Cc3cccc(F)c3)ccc2S1(=O)=O
 : 88, -60, 4, -0.2
> CO[C@@H]1CN(C)C(=O)c2ccc(NS(=O)(=O)c3cccc(C)c3)cc2OC[C@H](C)NC[C@@H]1C
 : -25, 29, 1, -0.4
> COc1ccc(S(=O)(=O)N(C)C[C@H]2Oc3ccc(NC(=O)Cc4cn(C)c5ccccc45)cc3C(=O)N([C@H](C)CO)C[C@H]2C)cc1
 : 88, -34, 0, -8.3
> C[C@H](O)C#Cc1ccc2c(c1)O[C@@H](CN(C)Cc1ccc(-c3ccccc3)cc1)[C@@H](C)CN([C@@H](C)CO)S2(=O)=O
 : 86, -32, 6, -2.2
> COc1ccc(NC(=O)N2CCCCN3[C@H](C2)[C@@H](c2ccc(C4=CCCC4)cc2)[C@@H]3CO)cc1
 : 84, -10, -6, x

Profiles, quoted from the list:
Shown for CO[C@@H]1CN(C)C(=O)c2ccc(NS(C)(=O)=O)cc2OC[C@H](C)N(Cc2nccs2)C[C@H]1C → Tcruzi prolif = 38; Pf Dd2 growth = 2; C diff growth = x; KDM4C inh = -0.1
Shown for C[C@@H]1CN([C@H](C)CO)C(=O)c2cc(-c3cccc(C(=O)N(C)C)c3)cnc2O[C@@H]1CN(C)S(=O)(=O)c1ccccc1 → Tcruzi prolif = x; Pf Dd2 growth = 7; C diff growth = 1; KDM4C inh = -2.7
Shown for Cc1noc(C)c1NC(=O)N(C)C[C@H]1Oc2ccc(NS(C)(=O)=O)cc2C(=O)N([C@H](C)CO)C[C@@H]1C → Tcruzi prolif = 38; Pf Dd2 growth = 45; C diff growth = x; KDM4C inh = x

More compounds.
| mol | Tcruzi prolif | Pf Dd2 growth | C diff growth | KDM4C inh |
| --- | --- | --- | --- | --- |
| CCNC(=O)C[C@@H]1CC[C@@H]2[C@@H](COc3ccc(NC(=O)C4CCCCC4)cc3C(=O)N2C)O1 | -15 | 6 | -4 | 1.0 |
| O=C(NC[C@H]1[C@H](c2ccccc2)[C@H](CO)N1CC1CCCC1)c1ccncc1 | -2 | -10 | 7 | 0.4 |
| O=S(=O)(c1ccccc1F)N1CCCCN2[C@H](CO)[C@H](c3ccc(-c4ccccc4)cc3)[C@H]2C1 | -55 | -60 | 25 | -1.2 |
| COC(=O)N(C)C[C@@H]1OCc2ccccc2-c2c(n(C)c3ccccc23)C(=O)N([C@@H](C)CO)C[C@@H]1C | 19 | -4 | x | 0.6 |
| Cc1noc(C)c1NC(=O)Nc1ccc2c(c1)C(=O)N([C@@H](C)CO)C[C@H](C)[C@@H](CN(C)C(=O)Nc1ccc(C(F)(F)F)cc1)O2 | 57 | 9 | -1 | 2.3 |
| COc1ccc2c3c(n(C)c2c1)[C@H](CO)N(Cc1ccncc1)CC31CCN(C(=O)NC(C)C)CC1 | x | -25 | 3 | 2.3 |
